Menin-MLL TR inh – inhibitors of human menin-MLL interaction, mutant MLL peptide. O00255. Menin + Texas Red MLL mutant peptide, fluorescence polarization. Potency, µM (highest dose often 61.6 µM), without a hit: at the top dose FP activity change, negative = inhibition, most hits filed as inhibitors. 0.23% of 270,000 active; active = well fitted inhibition curve with a large enough effect in the polarisation, with a control signal flat, not every such curve was filed as active; inconclusive = small, poorly fitted or top-dose-only effect, or effect the other way, or a change in a side signal; inactive = no such curve, though single readings can be large or run the other way; the % refers to the polarisation; also: potency is read from the fitted curve at half-maximal effect; % of control where 0% means no effect; many of its hits are not listed in these tables
GALK inh – galactokinase (human) inhibition; Purified GALK, Kinase-Glo residual ATP luminescence; AID 1868; P51570; Potency, µM (top dose mostly 57.5 µM), for the others: at the top dose activity change, negative = inhibition, most hits filed as inhibitors; 0.007% of 270,000 active; also: potency is read from the fitted curve at half-maximal effect; % is scaled to controls: 0 for no effect and ±100 for the full control effect
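Quantitative HTS: GALK 5 nM, ATP 35 uM, galactose 100 uM, 1 h room temperature, then luciferase-based ATP detection.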
Mito fusion act – blocks mitochondrial division or promotes mitochondrial fusion | S. cerevisiae fusion-defective mutant growth rescue, CellTiterGlo 48 h | Potency, µM (series often up to 46.1 µM), for inactives: top-dose growth rescue (activation), hits mostly activators | 0.23% of 320,000 active;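 also: potency is read from the fitted curve at half-maximal effect; % of control where 0% means no effect; nearly all actives have a fitted effect of over 45% in size; temperature-sensitive fusion mutants such as fzo1-1 at 37 °C on non-fermentable ethanol glycerol medium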
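Temperature-sensitive fusion-defective S. cerevisiae (e.g. fzo1-1, mgm1-5) were grown with compound in YPEG medium (3% ethanol, 3% glycerol) for 48 hours at 37C. Growth rescue was measured as viability by CellTiterGlo luminescence after 10 minutes at ambient.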
S-ASM inh – inhibitors of human secretory acid sphingomyelinase; P17405; 0.006% of 340,000 active; Potency, µM (top dose mostly 57.5 µM), without a hit: at the top dose activity change, negative = inhibition, actives largely listed as inhibitors; placental ASM, HMU-PC fluorogenic substrate, 60 min; also: potency is read from the fitted curve at half-maximal effect
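Human placenta-derived ASM preincubated with compound 10 min at room temperature, then reacted with 9 uM (final) fluorogenic HMU-PC substrate for 60 min at 37 C. Stop solution raises pH to 10; fluorescence read at Ex 386/Em 447 nm.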
TSHR antagonist – human thyrotropin receptor antagonism. 0.2% of 330,000 active. AID 504810. activity change, negative = inhibition, % at 11.5 µM. TSHR-expressing cells, TSH-stimulated cAMP HTRF, 2 h; hits give low values. P16473;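 active = activity change below a set negative limit, meaning inhibition stronger than a set level, cut at about -70% in these data; inconclusive = activity change between two set negative limits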; also: % is scaled to controls: 0 for no effect and ±100 for the full control effect
Target sequence (P16473 whole entry, looked up): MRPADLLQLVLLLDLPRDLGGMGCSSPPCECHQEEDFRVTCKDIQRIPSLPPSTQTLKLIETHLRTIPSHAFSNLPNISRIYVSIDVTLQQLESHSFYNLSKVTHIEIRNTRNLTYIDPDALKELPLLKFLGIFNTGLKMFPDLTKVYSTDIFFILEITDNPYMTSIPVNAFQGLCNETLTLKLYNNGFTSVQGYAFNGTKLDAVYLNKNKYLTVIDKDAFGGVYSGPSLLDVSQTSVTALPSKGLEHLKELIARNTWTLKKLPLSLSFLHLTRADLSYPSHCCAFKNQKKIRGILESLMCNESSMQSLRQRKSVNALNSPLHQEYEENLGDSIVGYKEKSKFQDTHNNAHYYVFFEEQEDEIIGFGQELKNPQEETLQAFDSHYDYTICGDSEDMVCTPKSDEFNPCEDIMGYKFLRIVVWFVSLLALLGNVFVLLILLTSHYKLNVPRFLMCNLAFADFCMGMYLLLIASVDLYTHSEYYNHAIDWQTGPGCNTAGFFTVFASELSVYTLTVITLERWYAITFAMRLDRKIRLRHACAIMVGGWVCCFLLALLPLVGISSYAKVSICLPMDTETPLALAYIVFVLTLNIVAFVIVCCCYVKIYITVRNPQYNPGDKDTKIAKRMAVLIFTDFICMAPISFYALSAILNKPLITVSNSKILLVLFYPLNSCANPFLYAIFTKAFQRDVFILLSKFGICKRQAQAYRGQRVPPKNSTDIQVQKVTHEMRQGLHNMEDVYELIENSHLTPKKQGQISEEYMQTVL
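TSHR-expressing cells, 200/well, pre-treated with compound, then stimulated with EC80 TSH (4nM final) for 2 hours at 37 deg C. cAMP measured by competitive HTRF: anti-cAMP cryptate antibody in lysis buffer plus cAMP-d2, read after 30 minutes at room temperature.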
BCR signal inh – blocks chronic active B-cell receptor signaling | ABC-DLBCL IkBa-CBG/CBR reporter, luminescence ratio, 4 h | 0.05% of 340,000 active | Potency, µM (doses to about 46.1 µM), without a hit: top-dose ratio change, negative = lower green/red ratio, hits mostly inhibitors; active = well fitted inhibition curve with a large enough effect in the signal ratio, with a control signal flat, not every such curve was filed as active; inconclusive = small, poorly fitted or top-dose-only effect, or effect the other way, or a change in a side signal; the % refers to the signal ratio;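 also: potency is read from the fitted curve at half-maximal effect; plate controls were basal doxycycline-induced cells for no effect and cells given 10 µM MG132 for full effect; MG132 reads +100%, hits lower the ratio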
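Cell line TMD8 (human ABC DLBCL), stably expressing tet-inducible CBG68-IkBa fusion and CBR; IMDM/0.5% FBS; cpd up to 46 uM; dox induction, 4 h, 37C/5% CO2; dual luminescence; green/red ratio; MG132 control.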
Eya2 phos inh – inhibitors of human Eya2 phosphatase activity. O00167. recombinant Eya2, OMFP fluorescence dephosphorylation (OMFP is methylfluorescein phosphate). Potency, µM (titrated, usually from 76.9 µM), for the others: at the highest dose activity, negative = inhibition, most hits filed as inhibitors. 0.006% of 330,000 active. AID 488837; also: potency is read from the fitted curve at half-maximal effect; % is scaled to controls: 0 for no effect and ±100 for the full control effect
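Eya2 protein (added as 0.2 uM solution) was preincubated with compound for 10 min at ambient temperature in 50 mM HEPES pH 7.5, 50 mM NaCl, 5 uM MgCl2, 0.05% BSA, 1 mM DTT. OMFP (added at 50 uM) then reacted 10 min; fluorescence read at 485/525 nm.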
MBNL1 CUG block – blocks human MBNL1 binding to CUG repeat RNA. Q9NR56. 0.036% of 280,000 active. Potency, µM (series often up to 57.5 µM), for the others: at the highest dose activity change, negative = inhibition, hits mostly inhibitors. TR-FRET MBNL1-His/biotin-(CUG)12 binding, 665/545 ratio; active = well fitted inhibition curve with a large enough effect in the signal ratio, with a control signal flat, not every such curve was filed as active; inconclusive = small, poorly fitted or top-dose-only effect, or effect the other way, or a change in a side signal; inactive = no such curve, though single readings can be large or run the other way; the % refers to the signal ratio; also: potency is read from the fitted curve at half-maximal effect; % is scaled to controls: 0 for no effect and ±100 for the full control effect
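Ratiometric TR-FRET (665 over 545 nm, excitation 340 nm) tracks disruption of MBNL1-His/biotin-(CUG)12 complex after 60 min at room temperature, with compounds at 92 nM to 58 uM final.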
PKM2 act – PKM2 (human) enzyme activation | purified PKM2, Kinase-Glo ATP luminescence, activation; response scale: 0% is enzyme alone, no compound | AID 1631 | P14618 | 0.34% of 260,000 active | Potency, µM (doses to about 57.5 µM), for inactives: top-dose activation, hits mostly activators; also: potency is read from the fitted curve at half-maximal effect; % is scaled to controls: 0 for no effect and ±100 for the full control effect; nearly all actives have a fitted effect of over 55% in size
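Kinase-Glo luminescence reports ATP generated from ADP (0.1 mM) and PEP (0.5 mM) by purified hPK-M2 after 1 h at room temperature, pH 7.2 imidazole buffer; intermediate enzyme activity allows detecting inhibitors and activators.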
KCNH2 WT inh – KCNH2 (human, wildtype) channel inhibition. Q12809. U2OS, BacMam KCNH2, thallium flux FluxOr; hits give low values. activity change, % at 1.84 µM. 0.37% of 340,000 active. AID 720551;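 active = maximum activity change below -70%; inconclusive = maximum activity change between -70% and -50%; inactive = maximum activity change above -50%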; also: % is scaled to controls: 0 for no effect and ±100 for the full control effect
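U2OS cells transduced with wild-type KCNH2 virus are loaded with FluxOr dye for 45 min, and thallium flux is measured in kinetic reads before and after stimulation buffer. Rate constants are normalized to DMSO controls.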
USP2a block – inhibitors of human ubiquitin-specific protease USP2a; O75604; USP2 core, Ub-CHOP2 coupled fluorogenic reporter, 485/531; Potency, µM (titrated, usually from 38.3 µM), for the others: at the top dose activity change, negative = inhibition, hits mostly inhibitors; 0.01% of 330,000 active;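 also: potency is read from the fitted curve at half-maximal effect; plate controls were DMSO wells for no effect and full inhibition by NEM control for full effect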
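USP2 core (10nM final) preincubated 30min RT with compound in 20mM Tris-HCl pH 8.0, 2mM CaCl2, 2mM beta-mercaptoethanol, 0.05% CHAPS; 25nM Ub-CHOP2 plus 25nM reporter substrate added, fluorescence (Ex485/Em531) read after 60min.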
The depositor's hits bear a star; ? = inconclusive; / = no result given; [ ] = another dose, or the depositor's remark. Unless noted, calls follow the shape of the dose curve; as a rule, active = well fitted curve in the direction sought with a large enough effect; inconclusive = small, poorly fitted or top-dose-only effect, or another doubt; inactive = no such curve, though single readings can be large; an effect the other way counts as inactive or inconclusive. These rows are one share of the data; count on the stated rates, not on these rows.

Values run as follows: Menin-MLL TR inh, GALK inh, Mito fusion act, S-ASM inh, TSHR antagonist, BCR signal inh, Eya2 phos inh, MBNL1 CUG block, PKM2 act, KCNH2 WT inh, USP2a block
- C=CCn1c(Cc2cccs2)nnc1SC/C=C/c1ccccc1
    ?, -3%, 6%, 0%, 8, 7%, -32%, 0%, -11%, -3, -1%
- C=CCC1NS(=O)(=O)OC(CCc2ccccc2)C1O (stereo not drawn)
    1%, /, 3%, 1%, 5, 3%, -1%, -12%, 0%, -26, 0%
- COCCn1c(C)cc(C(=O)Cn2nc(C(=O)O)c3ccccc3c2=O)c1C
    4%, 17%, 8%, -1%, 0, -15%, -20%, 9%, 1%, /, -5%
- CCOc1ccccc1NC(=O)N1CCCC1C(=O)Nc1ccc(-n2cnnn2)c(C)c1 (stereo not drawn)
    -2%, 0%, -7%, -6%, 24, -1%, 9%, 5%, 7%, -2, 2%
- Cc1ccc(Sc2cc(N3CCOCC3)nc(-c3ccccc3)n2)cc1
    ?, /, -3%, 7%, -5, -17%, -10%, 0%, 0%, 14, 2%
- COc1ccc(NC(=O)c2ccc(N3C(=O)C4CC=C(Cl)CC4C3=O)cc2)cc1 (stereo not drawn)
    ?, 3%, 5%, 2%, -15, 8%, ?, 2%, 8%, 16, -7%
- Cc1cccc(-n2c(Cn3nc(C)c([N+](=O)[O-])c3C)n[nH]c2=S)c1
    21%, /, -2%, 0%, -7, 1%, 11%, -4%, -8%, -12, 3%
- CSc1ccc(S(=O)(=O)NCCCOC(C)C)cc1
    8%, -1%, 3%, 3%, -5, 3%, -10%, -3%, 0%, -8, 0%
- COC(=O)c1ccc(COc2cccc(C)c2C)cc1
    -8%, -1%, -3%, 5%, -5, 11%, -2%, 2%, -4%, -2, 1%
- CCCNC(=O)C(=O)Nc1ccc(N(C)C)cc1
    20%, 2%, -2%, 3%, -8, ?, 6%, ?, -7%, -3, 1%

Full records, looked up by structure:
Entry for Cc1ccc(Sc2cc(N3CCOCC3)nc(-c3ccccc3)n2)cc1 = Menin-MLL TR inh: ?; GALK inh: /; Mito fusion act: -3%; S-ASM inh: 7%; TSHR antagonist: -5; BCR signal inh: -17%; Eya2 phos inh: -10%; MBNL1 CUG block: 0%; PKM2 act: 0%; KCNH2 WT inh: 14; USP2a block: 2%
Entry for COCCn1c(C)cc(C(=O)Cn2nc(C(=O)O)c3ccccc3c2=O)c1C = Menin-MLL TR inh: 4%; GALK inh: 17%; Mito fusion act: 8%; S-ASM inh: -1%; TSHR antagonist: 0; BCR signal inh: -15%; Eya2 phos inh: -20%; MBNL1 CUG block: 9%; PKM2 act: 1%; KCNH2 WT inh: /; USP2a block: -5%

(next part)
Values run as follows: Menin-MLL TR inh, GALK inh, Mito fusion act, S-ASM inh, TSHR antagonist, BCR signal inh, Eya2 phos inh, MBNL1 CUG block, PKM2 act, KCNH2 WT inh, USP2a block
- Cc1ccccc1OCC(=O)Nc1ccccc1-c1ccccc1NC(=O)COc1ccccc1C
    ?, /, 7%, -7%, 2, 1%, -4%, -1%, 11%, -41, 1%
- C#CCOCCOCCOCCNc1nc(N2CCN(C(=O)Cn3cc(CCCN=C(N)N)nn3)CC2)nc(N2CCN(C(=O)[C@H]([C@@H](C)CC)n3cc(CCCCN)nn3)CC2)n1
    /, /, 0%, 5%, 3, 0%, -20%, /, /, -3, 2%
- O=C(Cc1c[nH]c2ccccc12)Nc1ccc(N2CCOCC2)cc1
    22%, 12%, -9%, 0%, -6, 1%, 2%, 4%, 8%, -8, 1%
- CC(C)(C)OC(=O)N1C[C@H](O)C[C@H]1C(=O)OCC(=O)c1ccc([N+](=O)[O-])cc1
    /, 7%, -3%, 4%, 0, -13%, -7%, ?, /, -1, 0%
- O=C(Nc1ccccc1)c1cccc(N2C(=O)C3C4CC(C(Br)C4Br)C3C2=O)c1 (stereo not drawn)
    8%, 7%, 2%, -16%, -6, ?, -3%, -14%, -4%, -17, 0%
- Cc1nn(CC(=O)NCc2ccc(Cl)cc2)c(C)c1[N+](=O)[O-]
    -17%, 3%, -1%, 3%, 18, 8%, 11%, 13%, 6%, -2, 1%
- COc1ccc(NC(=O)CSc2n[nH]c(-c3ccncc3)n2)c([N+](=O)[O-])c1
    /, -2%, 3%, 0%, -3, -3%, -7%, ?, 1%, 3, 1%
- COC(=O)NCC(c1cccnc1)N1CCN(c2ccccc2)CC1 (stereo not drawn)
    -2%, 0%, -1%, -5%, -12, -6%, -14%, -1%, 5%, 3, 2%
- O=C(CCC(=O)N1CCN(c2ccccc2)CC1)Nc1nnc(C2CCCCC2)s1
    /, 3%, 4%, 0%, 0, 0%, ?, -3%, 0%, -6, 3%
- CCn1nc(C)cc1C(=O)N1CCCC(CCC(=O)NCc2ccccc2F)C1 (stereo not drawn)
    7%, 10%, 3%, 5%, -3, -14%, 6%, 5%, 24%, -6, 1%
- CCCCc1ccc(S(=O)(=O)N2CCN(C(=O)c3ccco3)CC2)cc1
    -7%, /, -7%, 0%, -12, 0%, 5%, 6%[11.5 µM], 0%, 68, 0%
- Cc1ccc(CCNC(=O)c2ccc(CS(=O)(=O)Cc3ccc(F)cc3)o2)cc1
    /, -3%, 2%, 7%, -1, -10%, -8%, -5%, /, 22, 3%
- Cc1ccc(NS(=O)(=O)c2cc(C(=O)N3CCOCC3)ccc2C)cc1
    1%, 0%, -6%, 1%, -4, -1%, 21%, -7%, -2%, 5, 2%
- CNC(=S)N(CCc1c(C)[nH]c2ccc(F)cc12)Cc1cccnc1
    14%, 5%, -2%, -4%, -2, -1%, 0%, -9%, /, 0, -6%
- Cc1ccc(Cn2nc(C)cc2C(=O)Nc2ccccc2Cl)cc1
    25%, -5%, -6%, 22%, -13, 0%, -15%, 0%, /, 5, 1%
- CC1CCCN(S(=O)(=O)c2ccc3c(c2)CCN3C(=O)C2CCC2)C1 (stereo not drawn)
    -11%, 0%, -4%, -1%, 12, -8%, 9%, 3%, 2%, 36, 0%
- CCOc1ccc(C2NC(=S)NC3=C2CCc2ccccc23)cc1 (stereo not drawn)
    /, 1%, 14%, 4%, 14, ?, ?, -4%, 12%, 9, -6%
- CCOC(=O)c1ccccc1N/C=C1\CCCCC1=O
    -11%, 0%, 3%, -1%, -1, 3%, ?, 16%, 0%, -6, 1%
- C=CCn1c(SCC(=O)c2c(N)n(C)c(=O)n(C)c2=O)nnc1-c1ccccc1F
    4%, -2%, -1%, 1%, 3, -11%, 6%, 1%, 6%, /, 5%
- Cc1nc2ccccc2c2oc(C(=O)Nc3ccc4c(c3)OCCO4)cc12
    3%, 1%, -1%, 25%, -24, 9%, 23%, 6%, -6%, -2, -1%
- O=C(c1cccc(N2C(=O)C3C4C=CC(C4)C3C2=O)c1)N1CCN(c2ccccc2F)CC1 (stereo not drawn)
    /, 4%, 3%, 4%, -3, 5%, 2%, -4%, /, 0, 3%
- COc1ccc(-c2noc3c2-c2nc(-c4cccc(C)c4)sc2CC3)cc1
    -7%, /, -1%, -2%, 3, 8%, 7%, 6%, 4%, 10, 0%
- CC(=O)C1=C(O)C(=O)N(CCN(C)C)C1c1ccc(Cl)cc1 (stereo not drawn)
    3%, -1%, 0%, 0%, -5, -1%, -19%, -4%, -4%, -1, -1%
- O=S(=O)(c1ccccc1)c1nc(-c2cccs2)oc1NCc1cccnc1
    /, /, 4%, -2%, -33, ?, -2%, /, /, 7, 0%
- COc1cccc2sc(Nc3nc(C)c(C(C)=O)s3)nc12
    -1%, -1%, 8%, 15%, 10, 9%, -4%, 10%, -2%, 0, 1%
- N#CC(c1ccccc1)N(CCCCl)C(=O)c1ccc(Br)cc1 (stereo not drawn)
    9%, 0%, 12%, 4%, 32, ?, 0%, -4%, 7%, -8, -1%

Screening results: PubChem BioAssay, National Center for Advancing Translational Sciences (NCATS)
